Rac1 GTP hydrolysis: MgcRacGAP GTPase-activating activity inhibitors, confirmation, biochemical, ADP Hunter fluorescence. MgcRacGAP-stimulated Rac1 GTP hydrolysis, ADP Hunter fluorescence; higher % means a stronger effect; GST-tagged Rac1 F28L mutant substrate. 340,000 tested, 0.6% active. AID 624330. one-dose inhibition, % at 30 µM; IC50 in µM for titrated hits;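 active = first-screen hits whose inhibition reached a set limit at any dose in the follow-up dose series; inconclusive = inhibition above the set first-screen limit but never retested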;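 note: fluorescence reports GDP produced by GAP-driven GTP hydrolysis; strong numbers were not always called active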
Large T inhibition: SV40 large T antigen inhibitors, biochemical (AID 1903) | 310,000 tested, 0.39% active | SV40 large T antigen ATPase/helicase inhibition assay; higher % means a stronger effect | one-dose inhibition, % at 20 µM; IC50 in µM for titrated hits; in the data active = a potency from the dose series; inconclusive = inhibition mostly from about 32% at the one dose, without a potency; inactive = the rest, 99 in 100 with inhibition below about 32%; note: strong numbers were not always called active
Active calls of the source: *; ? = inconclusive; nt = not tested or not shown; & = joins results of further samples. Not all compounds are listed. The share of hits here may be higher or lower than overall.

COC(=O)C1=C(c2ccc(F)cc2OCc2ccccc2)C[C@@H]2CC[C@H]1N2C(=O)NCc1cc(C)oc1C(F)(F)F
  Rac1 GTP hydrolysis = 2%; Large T inhibition = nt

Cc1ccc(N2CCNCC2C)cc1 (stereo not given)
  Rac1 GTP hydrolysis = -8%; Large T inhibition = nt

COC1=C(C)C(=O)O[C@]12C(=O)C(C)=C1CCCCN3[C@H]([C@@H]4C[C@H](C)C(=O)O4)CC[C@]132
  Rac1 GTP hydrolysis = 6%; Large T inhibition = nt

CC12CCC3C(CCC4CC(=O)OCC43C)C1CCC2O (stereo not given)
  Rac1 GTP hydrolysis = 0%; Large T inhibition = nt

CC(O)C1C=CC=CC(=O)OC2CC3OC4C5OC5(C)CCC4(COC(=O)C4OC4(C)C(O)CO1)C2(C)C31CO1 (stereo not given)
  Rac1 GTP hydrolysis = 7%; Large T inhibition = nt

CC(=O)N1Cc2cnnn2-c2ccccc2C1C#N (stereo not given)
  Rac1 GTP hydrolysis = 12%; Large T inhibition = nt

c1ccc(C[n+]2ccccc2)cc1
  Rac1 GTP hydrolysis = 6%; Large T inhibition = 16%

COc1ccc(C2(c3cccc(O)c3OC)CCN(C(C)=O)CC2)cc1O
  Rac1 GTP hydrolysis = 4%; Large T inhibition = 30%

CC(NS(C)(=O)=O)c1nnc2n1-c1ccc(Br)cc1C(c1ccccc1Cl)=NC2 (stereo not given)
  Rac1 GTP hydrolysis = 7%; Large T inhibition = -1%

COC(=O)C1=C(c2ccc(S(C)(=O)=O)cc2)C[C@@H]2CC[C@H]1N2C(=O)NCC1CC1
  Rac1 GTP hydrolysis = 8%; Large T inhibition = 8%

CCN1C[C@]2(CO)CC[C@H](OC)[C@@]34C5C[C@H]6[C@H](OC)C5[C@](O)(C[C@H]6OC)[C@@](O)(C(OC)C23)[C@@H]14 (stereo not given in full)
  Rac1 GTP hydrolysis = -3%; Large T inhibition = 1%

CC(C)C[C@H]1C(=O)N2CCC[C@H]2[C@]2(O)O[C@](NC(=O)[C@@H]3C=C4c5cccc6[nH]cc(c56)C[C@H]4N(C)C3)(C(C)C)C(=O)N12
  Rac1 GTP hydrolysis = -1%; Large T inhibition = 17%

CN1CC[C@@]2(C)c3cc(O)ccc3N(C)C2O1 (stereo not given in full)
  Rac1 GTP hydrolysis = 9%; Large T inhibition = 26%

COc1cc2c(c(OC)c1OC)-c1ccc(O)c(=O)cc1[C@@H](N)CC2
  Rac1 GTP hydrolysis = 5%; Large T inhibition = 2%

CCOC(=O)C1(CCc2ccccc2)CCN(C(C)CSC)CC1 (stereo not given)
  Rac1 GTP hydrolysis = 5%; Large T inhibition = 11%

C[n+]1ccc(-c2ccccc2)c2ccccc21
  Rac1 GTP hydrolysis = 7%; Large T inhibition = 11%

COC(=O)C1=C(c2cc3ccccc3s2)C[C@@H]2CC[C@H]1N2C(=O)NCCS(C)=O (stereo not given in full)
  Rac1 GTP hydrolysis = 3%; Large T inhibition = 5%

COC(=O)C1=C(c2cc3ccccc3s2)C[C@@H]2CC[C@H]1N2C(=O)N1CCC(C)CC1
  Rac1 GTP hydrolysis = 7%; Large T inhibition = 9%

COC(=O)C1=C(c2cc3ccccc3o2)C[C@@H]2CC[C@H]1N2C(=O)NCCNC(C)=O
  Rac1 GTP hydrolysis = 9%; Large T inhibition = 12%

O=P(Oc1ccccc1)(Oc1ccccc1)C(O)c1ccccc1 (stereo not given)
  Rac1 GTP hydrolysis = 8%; Large T inhibition = 15%

CN(C(=O)Cc1ccc2c(c1)OCO2)C1CCCN(Cc2ccccc2F)C1 (stereo not given)
  Rac1 GTP hydrolysis = 3%; Large T inhibition = 1%

C=C[C@@]12CN(C)[C@H]3[C@H]1[C@@]1(C(=O)Nc4ccccc41)C1CC2[C@@H]3CO1
  Rac1 GTP hydrolysis = -4%; Large T inhibition = 8%

Cc1ccc(C(O)P(=O)(Oc2ccccc2)Oc2ccccc2)cc1 (stereo not given)
  Rac1 GTP hydrolysis = 12%; Large T inhibition = 22%

C[C@]12CC[C@@H](O)C[C@H]1CC[C@@H]1[C@@H]2CC[C@]2(C)C(=O)CC[C@@H]12
  Rac1 GTP hydrolysis = 0%; Large T inhibition = 15%

COC(=O)C1=C(c2cc3ccccc3o2)C[C@@H]2CC[C@H]1N2C(=O)N1CCCC1
  Rac1 GTP hydrolysis = 13%; Large T inhibition = 8%

CC1=NCCc2c1[nH]c1cc(O)ccc21
  Rac1 GTP hydrolysis = 8.7µM*; Large T inhibition = 8.2µM*

C=C1[C@@H](OC(C)=O)[C@]23C[C@@H]1[C@@H](OC(C)=O)CC2[C@]12C4C[C@H]3[C@H]1N(CC)C[C@]4(C)CC[C@@H]2O (stereo not given in full)
  Rac1 GTP hydrolysis = 0%; Large T inhibition = 4%

Cc1cc(N=Nc2ccccc2C)ccc1N
  Rac1 GTP hydrolysis = 3%; Large T inhibition = 18%

Cc1ccc(-c2cc(-c3ccc(C)cc3)[n+](-c3ccc(C(=O)O)cc3)c(-c3ccc(C)cc3)c2)cc1
  Rac1 GTP hydrolysis = 6%; Large T inhibition = 17%

CCCNS(=O)(=O)c1ccc(OCC(=O)N2CCN(Cc3ccc4c(c3)OCO4)CC2)c(C)c1
  Rac1 GTP hydrolysis = -4%; Large T inhibition = 8%

Nc1ncc2[nH]cnc2n1
  Rac1 GTP hydrolysis = 7%&-10%; Large T inhibition = 5%&13%

CN1C(=O)C(=Cc2ccc(Sc3ccccc3)o2)C(=O)N(C)C1=S
  Rac1 GTP hydrolysis = 16%; Large T inhibition = 48%

COC(=O)C1=C(c2ccccc2)C[C@@H]2CC[C@H]1N2C(=O)NCc1ccco1
  Rac1 GTP hydrolysis = -4%; Large T inhibition = 12%

CN(CC#CCN1CCCC1)C(=O)c1cccc(Cl)c1
  Rac1 GTP hydrolysis = 11%; Large T inhibition = 14%

CCCN1CCc2cc(O)cc3c2[C@H]1Cc1ccc(O)c(O)c1-3
  Rac1 GTP hydrolysis = ?; Large T inhibition = 24µM*

c1ccc2nc(N3CCNCC3)ccc2c1
  Rac1 GTP hydrolysis = -1%&0%; Large T inhibition = 29%

C=C[C@H]1CN2CC[C@H]1C[C@@H]2[C@@H](O)c1ccnc2ccccc12
  Rac1 GTP hydrolysis = 1%; Large T inhibition = 4%

Cc1cc(C)[n+](CCCC[n+]2c(C)cc(C)cc2C)c(C)c1
  Rac1 GTP hydrolysis = 6%; Large T inhibition = -1%

Screening results (PubChem)
